IMPase Li inh – membrane-permeable IMPase blocker, potentiated with lithium; Potency, µM (doses to about 59.4 µM), without a hit: at the highest dose activity, negative = IMPase inhibition, most hits filed as inhibitors; AID 1457; actives 0.35% (n = 210,000); CHO-M1 cells, IP1 TR-FRET (IP-One), carbachol + lithium;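 further: IP1 builds up when IMPase is blocked and the TR-FRET signal falls; potency means the concentration at half of the fitted maximal effect; plate controls were basal vehicle for no effect and high inhibitor control for full effect; nearly all actives have a fitted effect of over 50% in size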
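Steps: plate 2000 CHO-M1 cells per well and culture 16–30 h; add compound and lithium; incubate 30 min, 37C; add d2-IP1 tracer and Eu cryptate anti-IP1 antibody in lysis buffer; read after 10 min at room temperature.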
Lamin A splicing – changes lamin A minigene splicing in HeLa cells. HeLa LMNA splicing GFP/RFP minigene ratio, 48 h. Potency, µM (doses to about 46.1 µM), inactives show at the highest dose ratio change, negative = inhibition, hits mostly inhibitors. actives 0.01% (n = 200,000); active means well fitted inhibition curve with a large enough effect in the signal ratio, with a control signal flat, not every such curve was filed as active; inconclusive means small, poorly fitted or top-dose-only effect, or effect the other way, or a change in a side signal; the % refers to the signal ratio; further: potency means the concentration at half of the fitted maximal effect; on the % scale 0 is the no-effect control and ±100 the full control effect
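S3 HeLa stable clones carrying a lamin A-EGFP splicing minigene plus DsRed2 were seeded at 600 cells/well in Opti-MEM with 2% FBS, pin-dosed and incubated 48 h at 37°C. Acumen cytometry (488 nm) gave the GFP/RFP total-intensity ratio.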
Luc counter – Kinase-Glo luciferase inhibition (counter-screen); Q27757; actives 0.28% (n = 200,000); Kinase-Glo luciferase, ATP luminescence, 8 min; Potency, µM (top dose mostly 38.3 µM), for inactives: at the highest dose activity change, negative = inhibition, most hits filed as inhibitors; further: potency means the concentration at half of the fitted maximal effect; on the % scale 0 is the no-effect control and ±100 the full control effect; nearly all actives have a fitted effect of over 60% in size
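Light output from Kinase-Glo luciferase with luciferin and 10 uM ATP in 50 mM imidazole pH 7.2, KCl, MgCl2, Tween 20, BSA; compound pin-delivered, 8-min ambient incubation, then luminescence read.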
CBFb-RUNX1 inh – inhibitors of human CBF-beta and RUNX1 interaction. AlphaScreen CBFb-His/RUNX1-biotin binding, biochemical. 230,000 tested, under 10 active. AID 1477. Potency, µM (series often up to 59.8 µM), inactives show top-dose activity, negative = inhibition, actives largely listed as inhibitors; further: % of control where 0% means no effect
Target sequence (Q01196 whole entry, looked up): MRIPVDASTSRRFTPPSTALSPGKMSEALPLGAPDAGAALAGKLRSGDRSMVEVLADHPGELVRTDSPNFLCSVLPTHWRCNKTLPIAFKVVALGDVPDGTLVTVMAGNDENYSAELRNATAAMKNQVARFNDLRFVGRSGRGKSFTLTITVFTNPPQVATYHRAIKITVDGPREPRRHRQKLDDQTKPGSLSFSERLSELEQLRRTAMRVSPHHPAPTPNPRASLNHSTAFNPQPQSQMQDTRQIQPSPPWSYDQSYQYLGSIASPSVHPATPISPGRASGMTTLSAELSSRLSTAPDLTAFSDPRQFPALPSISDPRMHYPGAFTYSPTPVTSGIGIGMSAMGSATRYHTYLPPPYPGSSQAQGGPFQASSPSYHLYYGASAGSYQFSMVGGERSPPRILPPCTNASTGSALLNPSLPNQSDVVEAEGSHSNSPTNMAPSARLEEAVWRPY
Target sequence (Q13951 whole entry, looked up): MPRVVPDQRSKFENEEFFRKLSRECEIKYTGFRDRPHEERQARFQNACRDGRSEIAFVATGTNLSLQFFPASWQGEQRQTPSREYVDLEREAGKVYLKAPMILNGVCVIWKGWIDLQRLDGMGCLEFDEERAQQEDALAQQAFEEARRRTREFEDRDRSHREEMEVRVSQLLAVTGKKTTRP
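Bead-based AlphaScreen assay; binding partners His-tagged CBF-beta and biotinylated RUNX1 at 30 nM each. Compound exposure 15 min after a 20-min protein preincubation; bead step 90 min; all steps at room temperature.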
NPSR antag – neuropeptide S receptor (human) antagonism, cAMP. actives 1% (n = 220,000). Potency, µM (titrated, usually from 38.3 µM), without a hit: top-dose activity change, negative = inhibition, actives largely listed as inhibitors. Q6W5P4. CHO-NPSR cells, cAMP TR-FRET, antagonist mode; further: potency means the concentration at half of the fitted maximal effect; on the % scale 0 is the no-effect control and ±100 the full control effect; nearly all actives have a fitted effect of over 50% in size; many of its hits are not listed in these tables
Target sequence (Q6W5P4 whole entry, looked up): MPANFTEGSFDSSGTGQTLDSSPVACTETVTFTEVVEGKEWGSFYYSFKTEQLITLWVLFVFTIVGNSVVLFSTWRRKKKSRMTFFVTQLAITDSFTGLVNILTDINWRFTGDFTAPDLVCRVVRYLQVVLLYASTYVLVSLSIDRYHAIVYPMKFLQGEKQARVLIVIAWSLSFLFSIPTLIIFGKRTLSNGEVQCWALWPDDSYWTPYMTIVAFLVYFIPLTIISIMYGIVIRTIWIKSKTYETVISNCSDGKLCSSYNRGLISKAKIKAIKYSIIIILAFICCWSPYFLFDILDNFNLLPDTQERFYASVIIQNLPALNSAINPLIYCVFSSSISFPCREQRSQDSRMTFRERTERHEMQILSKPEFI
HttQ103 aggreg – mutant huntingtin aggregation inhibition. PC12 HttQ103-GFP aggregates, Acumen cytometry, 40 h. Potency, µM (series often up to 46.1 µM), without a hit: at the highest dose activity change, negative = inhibition, usual class: inhibitors. actives 1.1% (n = 220,000). AID 1688; further: potency means the concentration at half of the fitted maximal effect; on the % scale 0 is the no-effect control and ±100 the full control effect; nearly all actives have a fitted effect of over 60% in size
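Compounds (qHTS titration) were added to PC12 cells expressing an ecdysone-driven HTT exon 1 Q103–GFP fusion after induction with 100 nM tebufenozide. Aggregate formation was measured as GFP objects in cell lysates.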
Epigenetic reg – epigenetic control regulation, reporter derepression; murine LDR cells, GFP reporter derepression, 30 h; Potency, µM (series often up to 53.9 µM), inactives show at the top dose GFP activation, most hits filed as activators; actives 0.2% (n = 280,000); further: potency means the concentration at half of the fitted maximal effect; % of control where 0% means no effect; nearly all actives have a fitted effect of over 60% in size
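In this reporter-derepression format, murine cells bearing a silenced integrated CMV-GFP locus incubate with test compound (30 h, 37 C), then are washed and imaged; fluorescent objects of 20–120 um count as induced cells.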
Active calls of the source: *; ? = inconclusive; . = not tested or not shown; & = joins results of further samples; [ ] = another dose, or the depositor's remark. Unless noted, the call rests on the fitted dose curve; in most records, active means well fitted curve in the direction sought with a large enough effect; inconclusive means small, poorly fitted or top-dose-only effect, or another doubt; inactive means no such curve, though single readings can be large; an effect the other way counts as inactive or inconclusive.

SMILES	IMPase Li inh	Lamin A splicing	Luc counter	CBFb-RUNX1 inh	NPSR antag	HttQ103 aggreg	Epigenetic reg
CCOc1ccc(-n2c(Cc3cc(=O)[nH]c(=O)[nH]3)nnc2SCC(=O)NC2CCCC2)cc1	0%[38.3 µM]	3%	0%	4%	1%[46.1 µM]	-5%	1.7%
O=c1[nH]c(CN2CCc3ccccc3C2)nc2ccccc12	31%[activator][38.3 µM]	5%	2%	0%	-16%[46.1 µM]	6%	-1.1%
CCOC(=O)c1cccc(NC(=O)c2ccco2)c1	30%[38.3 µM]	-11%	-7%	-2%	9%[46.1 µM]	0%	-13%
CN1C(=O)S/C(=C\c2ccccc2OCc2ccc(C(=O)O)cc2)C1=O	-10%	.	-3%	6%	-45%	16%	-0.2%
Fc1ccc(-c2cnc[nH]2)cc1	25%[38.3 µM]	-2%	15%	8%	6%[46.1 µM]	-15%	-2.9%
CCn1ccnc1CN1CCN(CCC(C)C)C(CCO)C1 (configuration not stated)	4%	?	0%	3%	0%	-1%[9.22 µM]	0.0%
Cc1cnc(-c2nnc(N(C)C(=O)c3cccnc3)s2)cn1	-4%[38.3 µM]	2%	-1%	-2%	-1%[46.1 µM]	-4%	-0.9%
Fc1ccc(COc2ccc(/C=N/n3cnnc3)cc2)cc1	.	4%	.	6%	-5%[46.1 µM]	-5%	-5.2%
CC(C)(C)NC(=O)C(c1ccncc1)N(CC1CCCO1)C(=O)Cn1nnc(-c2ccc(F)cc2)n1 (configuration not stated)	8%	12%[46 µM]	-4%	9%	-35%	.	0.0%
CC1(C)CC(O)(CNCc2ccc3c(c2)OCO3)CCO1 (configuration not stated)	3%[38.3 µM]	5%	-2%	5%	-7%[46.1 µM]	8%	-1.2%
COCCn1c(-c2ccccc2)nc2c(c(=O)c3ccccc3n2C)c1=O	-8%	-5%	0%	-6%	-22%	22%	-1.9%
CC(C)OCCCNC(=O)C1CCC(CNS(=O)(=O)c2ccccc2)CC1 (configuration not stated)	-5%	1%	7%	-3%	0%	-1%	-1.0%
CC(C(=O)N1CCOCCOCCOCC1)N1C(=O)c2ccccc2C1=O (configuration not stated)	-6%	6%[46 µM]	1%	-3%	5%	.	0.0%
O=C(Nc1ccccc1-c1nnn(CC(=O)N2CCCc3ccccc32)n1)c1ccc(Cl)cc1	4%	2%	0%	5%	-14%[46.1 µM]	-10%	0.0%
CCNC(=O)OCCC12CC3CC(CC(C3)C1)C2	-2%	-3%	-1%	3%	-13%[46.1 µM]	8%	1.1%
Cc1ccc(NC(=O)c2noc3c2CC(C(C)(C)C)CC3)cc1 (configuration not stated)	-3%[38.3 µM]	-6%	-6%	3%	1%[46.1 µM]	-7%	0.0%
COc1ccccc1CN1CCCC(C(=O)N2CCCCC2)C1 (configuration not stated)	.	.	.	2%	16%	-1%[9.22 µM]	0.0%
COc1cc(OC)cc(C(=O)Nn2cc(C(=O)Nc3ccc(F)cc3F)c3ccccc3c2=O)c1	0%	?	5%	-5%	-6%	-2%	0.1%
O=C(NCCN1CCCCCC1)C1CCC(CNS(=O)(=O)c2cccc3cccnc23)CC1 (configuration not stated)	12%[38.3 µM]	-6%	16%	7%	-24%[46.1 µM]	0%	-0.2%
O=C(NC(NC1CCS(=O)(=O)C1)C(=O)c1cccs1)c1ccccc1 (configuration not stated)	19%[38.3 µM]	6%	0%	6%	5%[46.1 µM]	13%	0.0%
CC1CCCC(C)N1C(=O)CSc1nc2ncnc(N)c2[nH]1 (configuration not stated)	-2%[38.3 µM]	18%	6%	-6%	-20%[46.1 µM]	5%	-0.7%
O=C(NC(=S)NCCCN1CCOCC1)c1cccc2ccccc12	-6%	7%[46 µM]	1%	?	5%	12%	-0.1%
O=C(CCCCCCCC(=O)c1ccccc1)c1ccccc1	9%	?	-6%	?	-42%	.	-1.0%
CCOC(=O)N1CCC(NC(=O)c2cc(-c3ccc(F)cc3)[nH]c2C)CC1	5%[38.3 µM]	1%	3%	-9%	-8%[46.1 µM]	11%	-1.1%
O=C(Cn1cnc2c(nnn2Cc2ccccc2)c1=O)NCc1ccccc1Cl	.	.	.	2%	-7%	8%[9.22 µM]	4.1%
C=CCn1c(SCC(=O)NC2CCS(=O)(=O)C2)nc2scc(C3CC3)c2c1=O (configuration not stated)	-3%[38.3 µM]	6%	1%	-8%	-15%[7.67 µM]	10%	0.6%
CSc1ccccc1NC(=O)CSc1nncs1	0%	5%[46 µM]	0%	12%	4%	-8%	0.0%
COc1ccc(N2CCN(C(=O)c3ccc(C)cc3Cl)CC2)cc1	-7%[38.3 µM]	?	10%	-5%	-19%[46.1 µM]	-15%	-0.7%
C=C(CC)C(=O)c1ccc(OCC(=O)O)c(Cl)c1Cl	-1%&-1%&-20%&-5%	?	-2%	-16%	?	?	?
COc1ccc2[nH]cc(/C=C(/C#N)S(=O)(=O)c3ccccc3)c2c1	33%[activator][38.3 µM]	9%	16%	6%	?	-10%	-0.2%
O=C(NCC1CCCO1)C1c2ccccc2C(=O)N1C1CCCCCC1 (configuration not stated)	6%[38.3 µM]	5%	1%	9%	-7%[46.1 µM]	2%	0.0%
Cc1ccc(NCc2nnc(SCC(=O)NCc3ccco3)n2CC2CCCO2)cc1Cl (configuration not stated)	10%[38.3 µM]	2%	0%	2%	-15%[46.1 µM]	-8%	-0.8%
O=C(N/C(=C\c1cn(-c2ccccc2)nc1-c1ccc(Cl)cc1)C(=O)N1CCOCC1)c1ccccc1	-1%	-7%	1%	6%	-10%[46.1 µM]	-8%	0.0%
Cc1csc(N(C(=O)CCNC(=O)c2ccc([N+](=O)[O-])cc2)c2ccccc2)n1	4%	-9%	2%	2%	3%	14%	2.2%
Cc1cc2c(c(=O)o1)C(Cc1ccccc1)C(C#N)=C(N)O2 (configuration not stated)	23%[38.3 µM]	2%	18%	-9%	-11%[46.1 µM]	15%	-0.9%
COc1ccc(C(=O)/C=C/N2CCCCC2)cc1OC	-1%[38.3 µM]	?	-6%	-6%	-17%[46.1 µM]	9%	-0.7%
CCCN1CCC(=O)N([C@H](CSc2ccc(C)cc2)Cc2ccccc2)CC1	.	.	.	5%	-39%	?	0.0%
C=C1c2cc3c(cc2NC(=S)N1Cc1ccccc1)OCO3	.	.	.	28%	32%	-6%[9.22 µM]	0.0%
NNc1cc([N+](=O)[O-])cc2c1C(=O)N(Cc1ccccc1)S2=O (configuration not stated)	6%	-4%[46 µM]	-8%	-20%	-1%	26%	-0.4%
COc1ccc(OCc2nn3c(-c4ccco4)nnc3s2)cc1	.	-16%	.	-3%	-13%[46.1 µM]	2%	-3.1%

Whole records as entered above. Order of values: IMPase Li inh	Lamin A splicing	Luc counter	CBFb-RUNX1 inh	NPSR antag	HttQ103 aggreg	Epigenetic reg
COc1ccc(N2CCN(C(=O)c3ccc(C)cc3Cl)CC2)cc1 is listed as -7%[38.3 µM]	?	10%	-5%	-19%[46.1 µM]	-15%	-0.7%
C=C1c2cc3c(cc2NC(=S)N1Cc1ccccc1)OCO3 is listed as .	.	.	28%	32%	-6%[9.22 µM]	0.0%
NNc1cc([N+](=O)[O-])cc2c1C(=O)N(Cc1ccccc1)S2=O (configuration not stated) is listed as 6%	-4%[46 µM]	-8%	-20%	-1%	26%	-0.4%

Later entries
SMILES	IMPase Li inh	Lamin A splicing	Luc counter	CBFb-RUNX1 inh	NPSR antag	HttQ103 aggreg	Epigenetic reg
O=C(Cn1cnc2c(cnn2-c2ccccc2)c1=O)Nc1cc(S(=O)(=O)N2CCOCC2)ccc1Cl	8%	?	0%	-3%	2%	-19%	-1.9%
Cc1csc(=Nc2ccccc2)n1CCO	9%	-11%	1%	-4%	5%[46.1 µM]	22%	0.0%
Cc1c(C=O)c2ccccc2n1CC(=O)NC(C)c1ccccc1 (configuration not stated)	7%	-17%[46 µM]	1%	-2%	5%	?	1.3%
CC(NC(=O)/C=C/c1cnc2ccccc2n1)C12CC3CC(CC(C3)C1)C2 (configuration not stated)	11%	?	-1%	-5%	-41%	?	1.1%
O=C(CCS(=O)(=O)c1cccc2nsnc12)NCc1ccccc1	8%	-5%	1%	9%	4%[46.1 µM]	-5%	-1.2%
Cc1nnc(SCC(=O)Nc2nccs2)[nH]c1=O	2%[38.3 µM]	1%	-5%	-3%	-5%[46.1 µM]	-7%	2.1%
O=C(O)Cc1ccc(NC(=S)Nc2cccc(Cl)c2Cl)cc1	6%	-10%	4%	-2%	7%	7%	-1.7%
CCCc1nnc(NC(=O)COC(=O)c2cc(C)nc3ccccc23)s1	-16%[38.3 µM]	5%	7%	-3%	-5%[46.1 µM]	-3%	-1.0%
O=C(O)CCC(=O)NNc1nc2ccccc2nc1-c1ccccc1	0%	.	-2%	10%	-6%	-14%[9.22 µM]	7.1%
C#CCOCCOCCOCCNc1nc(N2CCN(C(=O)[C@H](CCCCN)n3cc([C@@H](N)CO)nn3)CC2)nc(N2CCN(C(=O)[C@H](Cc3ccc(O)cc3)n3cc([C@@H](N)CC(C)C)nn3)CC2)n1	3%	.	.	-2%	-21%	-2%[9.22 µM]	0.0%
COc1ccc(N2C(=O)C(CC(=O)Nc3ccccc3)N(CCc3ccc(OC)c(OC)c3)C2=O)cc1 (configuration not stated)	6%	-5%[9.22 µM]	0%	-1%	-2%	-1%	-0.4%
Nc1nc(SCc2ccc(Cl)cc2Cl)n[nH]1	25%[38.3 µM]	-5%	-5%	3%	-21%[46.1 µM]	2%	-1.1%
CCN(Cc1ccccc1)S(=O)(=O)c1ccc2c(c1)NC(=O)CC(=O)N2	0%	?	-1%	-4%	-26%	-4%	11%
CS(=O)(=O)Nc1cccc(-c2nc(N3CCOCC3)c3ccccc3n2)c1	-1%	?	2%	.	.	.	2.6%
CC1(C)CC(=O)N(CC(=O)O)c2ccccc2S1(=O)=O	?	0%	6%	0%	-8%[46.1 µM]	14%	6.6%
O=C(COC(=O)Cn1cnc2ccccc2c1=O)Nc1ccc(Cl)c(C(F)(F)F)c1	-3%	5%	3%	9%	10%	3%	1.1%
Cc1ccc(S(=O)(=O)NCCC(=O)Nc2ccc(C)c(Cl)c2)cc1C	6%	?	-3%	18%	-3%	4%	0.9%
COc1ccc(OC)c2c1sc(=NC(=O)C1CC1)n2C	.	.	.	9%	-12%	-3%[9.22 µM]	-4.1%
Cc1ccc(C)n1-c1sc2c(c1C(=O)O)CCCC2	1%	?	-1%	?	2%	?	0.1%

The list is partial (hit frequency here may not be typical).
